Nrf2 block – blocks Nrf2 signaling. A549 ARE-Fluc reporter, luciferase luminescence, 18-24 h. Potency, µM (top dose mostly 46 µM), without a hit: top-dose activity change, negative = inhibition, hits mostly inhibitors. 2.1% of 360,000 active; also: potency is read from the fitted curve at half-maximal effect; % is scaled to controls: 0 for no effect and ±100 for the full control effect; nearly all actives have a fitted effect of over 60% in size
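Nrf2 function is reported as luminescence of an ARE-controlled luciferase in A549 cells. Compounds were tested at several concentrations, and a CellTiter-Fluor read on the same wells flagged cytotoxicity.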
Akt phos inh – Akt phosphorylation inhibition | 0.32% of 360,000 active | AID 651550 | activity change, % for hits at 50 µM | Neuro2A IGF-stimulated pAkt S473 HTRF, 20 min; hits give low values; in the data active = activity change below about -80%; inconclusive = mostly about -51% to -80%; also: % is scaled to controls: 0 for no effect and ±100 for the full control effect
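Single-point screen (50 µM final compound) in Neuro2A cells stimulated 20 min with 6 nM IGF at 37 deg C. After lysis, Ser473-phosphorylated Akt read by HTRF (ex 330 nm, em 615/665 nm) as the 665/615 ratio.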
S2 tox – cell viability loss in ATXN counter-screen. 0.49% of 400,000 active. AID 651635. S2 cells (HEK-293 line with an ATXN2-luciferase reporter) viability, CellTiter-Fluor protease fluorescence, 24 h. Potency, µM (highest dose often 56.7 µM), usual class: cytotoxic; also: potency is read from the fitted curve at half-maximal effect; nearly all actives have a fitted effect of over 40% in size
A549 tox – A549 cytotoxicity, counter-screen for Nrf2 inhibitors; Potency, µM (titrated, usually from 46 µM), without a hit: at the top dose activity change, negative = cytotoxicity, usual class: inhibitors; 0.16% of 390,000 active; AID 504648; A549 ARE-Fluc cells, CellTiter-Fluor viability, 18-24 h; also: potency is read from the fitted curve at half-maximal effect; % is scaled to controls: 0 for no effect and ±100 for the full control effect
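A549 ARE_Fluc cells in 5% FBS OPTI-MEM were exposed to compounds in concentration-response for 18-24 h at 37 deg C. Viability was read by CellTiter-Fluor fluorescence (Ex 405/Em 525) after 30 min, before the luciferase read.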
CCT chaperon mod – modulators of cytosolic chaperonin (CCT/TRiC) activity; purified chaperonin ATPase assay, HTRF ADP detection, 30 min; 0.3% of 360,000 active; activity change, % (test concentration not listed), hits read low; in the data active = activity change below about -30%; also: % is scaled to controls: 0 for no effect and ±100 for the full control effect
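TRiC at 40 or 20 nM final (batch-dependent) in 30 mM Tris pH 7.4, 100 mM KCl, 5 mM MgCl2, 1 mM DTT, with compound at single 76 uM and 10 uM ATP, 30 min at 37 deg C. ADP detected by HTRF Transcreener, 665/615 ratio.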
MmCpn inh – M. maripaludis TRiC chaperonin inhibition; purified Mm-Cpn ATPase, ADP Transcreener TR-FRET; Potency, µM (series often up to 76.9 µM), without a hit: at the top dose activity, negative = inhibition, hits mostly inhibitors; 0.031% of 330,000 active; also: potency is read from the fitted curve at half-maximal effect; % is scaled to controls: 0 for no effect and ±100 for the full control effect; nearly all actives have a fitted effect of over 80% in size
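TR-FRET (320 nm excitation; 590 and 665 nm emission) reports ADP made from 10 uM ATP by 25 nM enzyme; compounds were preincubated 10 min, reaction run 30 min, both at 37°C.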
HepG2 tox – counter-screen for TGF-b inhibitors: cytotoxicity in HepG2 cells | Potency, µM (series often up to 46.1 µM), inactives show at the top dose activity change, negative = cytotoxicity, usual class: cytotoxic | HepG2 CAGA-GFP viability, ATP luminescence, 18 h | 0.76% of 410,000 active | AID 588856; also: potency is read from the fitted curve at half-maximal effect; some results filed as inactive show a strong effect at the top dose
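HepG2 CAGA-GFP cells (1000/well, DMEM with 1% FBS) received compound, then TGF-beta at 500 pg/mL final, and were incubated 18 hours at 37 degrees C. Viability was read by CellTiter-Glo luminescence. Media-only wells were set as complete cell-killing and DMSO as no toxicity.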
Nrf2 activator – activates Nrf2 signaling. Potency, µM (top dose mostly 46.1 µM), without a hit: top-dose activation, hits mostly activators. 0.31% of 410,000 active. AREc32 ARE-luciferase reporter (MCF7-derived line), luminescence, 24 h; also: potency is read from the fitted curve at half-maximal effect; % of control where 0% means no effect; nearly all actives have a fitted effect of over 65% in size
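Steps: seed AREc32_Fluc cells (1000/well, 5% FBS OPTI-MEM); incubate overnight at 37 deg C; add 23 nL compound; incubate 24 hr; add Steady-Glo; hold 30 min RT; read luminescence.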
TGFb inhibitor – inhibitors of TGF-b signaling | HepG2 CAGA-GFP TGF-b/SMAD3 reporter, GFP fluorescence, 18 h; TGF-beta stimulated, 500 pg/mL final | 1.2% of 410,000 active | Potency, µM (series often up to 46.1 µM), without a hit: top-dose activity, negative = inhibition, most hits filed as inhibitors | AID 588855; also: potency is read from the fitted curve at half-maximal effect; % is scaled to controls: 0 for no effect and ±100 for the full control effect; nearly all actives have a fitted effect of over 65% in size
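Cell-based qHTS in HEPG2 carrying a CAGA-GFP Smad reporter; compounds added before 500 pg/mL final TGF-beta, 18 h incubation at 37 degrees C, GFP fluorescence quantified per cell by imaging cytometry.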
* marks the source's active call; other numbers are inactive results; i = inactive; ? = inconclusive; · = not tested or not shown; & = joins results of further samples; [ ] = dose if it differs, or a comment. Unless noted, calls follow the shape of the dose curve; as a rule, active = well fitted curve in the direction sought with a large enough effect; inconclusive = small, poorly fitted or top-dose-only effect, or another doubt; inactive = no such curve, though single readings can be large; an effect the other way counts as inactive or inconclusive.

SMILES	Nrf2 block	Akt phos inh	S2 tox	A549 tox	CCT chaperon mod	MmCpn inh	HepG2 tox	Nrf2 activator	TGFb inhibitor
CCCc1cc(C(=O)O)c2ccccc2n1	·	i	i	6%	-5.4	0%	-1%	0.2%	17%
Nn1cc(-c2ccccc2)nc1SCC(=O)NC1CCS(=O)(=O)C1 (configuration not stated)	4%	i	i	-7%	-1.6	-12%	-1%	-0.3%	-17%
CN1CCC(OC(c2ccccc2)c2ccc(Cl)cc2)C1 (configuration not stated)	-2%	i	i	2%	-2.4	·	-39%	4.3%	-9%
COCCn1c(SCC(=O)NC(=O)Cc2ccccc2)nc2ccccc2c1=O	7%	i	i	-7%	-0.9	2%	5%	-0.6%	11%
CCN1CC(CN(C)Cc2nc(-c3ccc(C(F)(F)F)cc3)oc2C)CC1=O (configuration not stated)	2%	i	i	0%	-0.6	0%	-22%	8.7%	-15%
CCCCc1nc(N2CCN(C(=O)c3ccco3)CC2)c(C#N)c2c1CCCC2	-28%	i	i	-12%	0.1	-1%	-64%	-3.1%	?
CCOC(=O)N1CCN(C/C(Cl)=C/c2ccccc2)CC1	20%	i	?	0%	2.3	?	3%	0.2%	-10%
COc1ccc(-c2nn(C)c3sc(C(=O)N4CCN(c5cccc(Cl)c5)CC4)cc23)cc1OC	-14%	·	?	2%	·	·	5%	0.4%	4%
O=C(CCC(=O)Nc1cccc(C(F)(F)F)c1)NCC1CCCO1 (configuration not stated)	-18%	i	i	1%	-0.1	0%	0%	-0.1%	2%
CCCSc1nnc(C(C)C)n1N	0%	i	?	4%	-4.6	5%	11%	0.0%	0%
CCOC(=O)C1(Cc2cccc(Cl)c2)CCCN(C(=O)c2cc(CC)on2)C1 (configuration not stated)	19%	i	?	-13%	-1.8	-3%	24%	2.2%	-11%
CC(NC(=O)c1cc([N+](=O)[O-])cc([N+](=O)[O-])c1)C1CC2CCC1C2 (configuration not stated)	-16%	i	i	-8%	-1.8	1%	-17%	3.4%	-5%
Cc1nc([N+](=O)[O-])c(C(=O)OCc2ccccc2)n1C	-7%	i	i	6%	-0.7	2%	-5%	-0.1%	4%
Fc1ccccc1CN1CCC(Cc2ccccc2)CC1	6%	i	i	6%	0.1	1%	1%	1.7%	0%
CCC1CCCCN1CCN1C(=O)C2C(C(=O)Nc3cccc(OC)c3)C3C=CC2(O3)C1C(=O)NC1CCCCC1 (configuration not stated)	5%	i	i	5%	-1.2	-3%	-1%	0.5%	20%
COC(=O)c1[nH]c2cc(OC)ccc2c1NC(=O)CCN1CCCC(C)(C)C1	6%	i	i	7%	-3.7	0%	-12%	0.5%	-5%
O=C(Oc1ccc(Br)cc1)c1cncc(Br)c1	-6%	i	i	-2%	-0.8	-2%	-8%	-0.5%	-6%
O=C(Nc1ccc2nc3n(c(=O)c2c1)CCCC3)c1ccccc1[N+](=O)[O-]	-2%	i	i	5%	-4.2	-1%	-14%	-1.0%	-5%
O=C(COc1ccccc1)Nc1c2c(nn1-c1ccccc1)CS(=O)C2 (configuration not stated)	4%	i	i	0%	1.5	0%	0%	3.4%	13%
COc1c(C)cc(C(=O)C2CCCN(C(=O)CCCn3cncn3)C2)cc1C (configuration not stated)	-14%	i	i	1%	1.3	2%	-4%	0.0%	-6%

Continued, starting with the last four of the part before.
SMILES	Nrf2 block	Akt phos inh	S2 tox	A549 tox	CCT chaperon mod	MmCpn inh	HepG2 tox	Nrf2 activator	TGFb inhibitor
O=C(Oc1ccc(Br)cc1)c1cncc(Br)c1	-6%	i	i	-2%	-0.8	-2%	-8%	-0.5%	-6%
O=C(Nc1ccc2nc3n(c(=O)c2c1)CCCC3)c1ccccc1[N+](=O)[O-]	-2%	i	i	5%	-4.2	-1%	-14%	-1.0%	-5%
O=C(COc1ccccc1)Nc1c2c(nn1-c1ccccc1)CS(=O)C2 (configuration not stated)	4%	i	i	0%	1.5	0%	0%	3.4%	13%
COc1c(C)cc(C(=O)C2CCCN(C(=O)CCCn3cncn3)C2)cc1C (configuration not stated)	-14%	i	i	1%	1.3	2%	-4%	0.0%	-6%
CCOC(=O)c1cc(Cl)c2c(ccc3ccccc32)n1	·	i	?	·	-0.4	·	-17%	0.6%	-5%
CC(C)CCNC(=O)CNC(=S)N(Cc1ccccc1)Cc1cccnc1	-8%	i	i	0%	-0.9	0%	12%	-0.5%	8%
COc1ccc(N(CC(=O)N2CCN(c3ccccc3F)CC2)S(=O)(=O)c2c(C)noc2C)cc1	-18%&15%	i	i	-1%&2%	-0.3	1%	6%&-7%	-0.6%&0.2%	8%&-4%
N#C/C(=C(/O)c1ccco1)c1nc2ccccc2s1	?	i	?	?	-0.3&-3.8	-4%&-3%	-16%&-51%	?	?
CC(=O)c1ccc(NC(=O)CSc2nc(C3CC3)nc3ccccc23)cc1	0%	i	i	0%	-5.1	-2%	-34%	4.3%	-20%
O=C(NCc1ccoc1)c1ccc(NC(=O)c2ccccc2Cl)cc1	·	i	i	3%	-3.3	1%	-39%	4.7%	6%
COc1cccc(NC(=O)C(=S)NC2CCCCC2)c1	?	i	i	3%	3.0	1%	6%	0.4%	?
Nn1c(SCC(=O)NC(=O)Nc2ccc3c(c2)OCCO3)nnc1C1CC1	13%	i	i	0%	-0.4	0%	3%	0.6%	12%
COC(=O)C(C)Sc1ccc2nnc(-c3ccc(F)cc3)n2n1 (configuration not stated)	1%	i	i	-11%	-2.1	1%	-4%	-0.1%	-8%
CCOC(=O)c1cnn(-c2nc(-c3ccccc3F)cs2)c1C(F)(F)F	2%	i	i	-2%	-1.2	0%	2%	-0.1%	-5%
O=C(COc1ccc(S(=O)(=O)N2CCCC2)cc1)NCc1ccco1	2%	i	i	-2%	-2.2	0%	-12%	-0.8%	-3%
O=C(CCN1C(=O)COc2ccccc21)N1CCN(c2ccccn2)CC1	-9%	i	i	-2%	-2.2	-1%	20%	0.5%	-11%
CCOC(=O)N1CCN(CCC(=O)Nc2cccc(F)c2)CC1	15%	·	i	15%	·	·	-23%	0.6%	0%
O=C(NC1CCCCC1)C(Cc1ccccc1)N1C(=O)C2C3CCC(C3)C2C1=O (configuration not stated)	-38%	i	i	-10%	1.4	1%	-90%	1.9%	?
CCCCc1c(O)nc(SCC(=O)c2ccccc2)[nH]c1=O	?	i	i	-4%	-1.8	1%	-6%	?	?
CCCCNC(=O)C1CCC(=O)N1CCc1ccccc1 (configuration not stated)	22%	i	i	7%	-0.5	1%	-11%	-0.5%	-2%
Cc1ccccc1OCc1nc2ccccc2c(=O)n1/N=C/c1ccco1	19%	i	i	5%	-3.6	0%	4%	3.5%	7%
CC(C)(C)c1cc[n+](C2=C([O-])c3ccccc3C(=O)/C2=N\S(=O)(=O)c2ccccc2)cc1	11%	i	?	-4%	-0.7	0%	·	0.4%	14µM*
Cc1cccc(-n2c(N)cc(=O)nc2SCC(=O)NC2CCCCC2)c1	29%	·	i	-4%	1.4	0%	3%	-0.3%	2%
O=C(NCCCN1CCCC1=O)c1ccc2c(c1)OCO2	28%	i	i	3%	1.9	-7%	-61%	0.4%	?
O=C(N/N=C/c1ccccc1[N+](=O)[O-])c1ccc(COc2ccccc2-c2ccccc2)cc1	-3%	i	i	13%	-0.5	1%	3%	-0.8%	8%
CC(=O)Nc1ccc(NC(=S)NC(=O)/C=C/c2ccco2)cc1	?	i	i	-13%	1.6	-3%	3%	23%	5%
CCOC(=O)c1[nH]c2ccc(F)cc2c1NC(=O)CCN1CCSCC1	-21%	i	i	-10%	0.9	2%	0%	2.2%	-2%
COc1cc2c(cc1OC)C(COc1cccc(C(F)(F)F)c1)NCC2 (configuration not stated)	-11%	i	i	-8%	-0.4	2%	-23%	9.2%	-5%
CCOC(=O)c1c(NC(=O)Cc2cccs2)sc(C(=O)NC2CCCCC2)c1C	20%	i	?	-1%	1.9	1%	-6%	-0.4%	1%
CNC(=O)c1nc(C)n(-c2ccc([N+](=O)[O-])cc2)n1	15%	i	i	13%	2.2	1%	-5%	0.1%	-16%
CCO[C@@H]1OC(C(=O)NCc2ccccc2)=C[C@H](c2ccc(C(F)(F)F)cc2)[C@H]1CCCO	13µM*	i	?	16µM*	0.2	·	-9%	-1.0%	18µM*
O=C(CSc1ccccn1)Nc1ccccc1F	30%	i	i	-2%	-1.9	1%	4%	3.9%	1%
CCOC(=O)C1CCN(C(=O)c2cc3c(OC)c(OC)c(OC)cc3[nH]2)CC1	1%	i	i	8%	1.4	2%	-4%	4.0%	3%
CCOc1ccc(CN2CCc3nc(N4CCN(c5ccccn5)CC4)ncc3C2)cc1OC	·	·	?	?	·	·	-61%	4.1%	?
Cc1c(NC(=O)COC(=O)C2CC3C=CC2C3)c(=O)n(-c2ccccc2)n1C (configuration not stated)	6%	i	i	-12%	-3.8	-2%	0%	-0.4%	5%
CCOC(=O)/C(=C\c1cccnc1)C(=O)c1cc(C(C)=O)c(Nc2ccccc2)s1	?	i	4.5µM*	?	-1.2	?	-89%	-2.6%	2.8µM*
O=C1/C(=C/c2c[nH]c3ccccc23)CCC/C1=C\c1c[nH]c2ccccc12	?	i	?	?	-1.1	-1%	-31%	19%	54%[activator]

Quoted at random: 3 compounds from above.
SMILES	Nrf2 block	Akt phos inh	S2 tox	A549 tox	CCT chaperon mod	MmCpn inh	HepG2 tox	Nrf2 activator	TGFb inhibitor
O=C1/C(=C/c2c[nH]c3ccccc23)CCC/C1=C\c1c[nH]c2ccccc12	?	i	?	?	-1.1	-1%	-31%	19%	54%[activator]
CCOC(=O)/C(=C\c1cccnc1)C(=O)c1cc(C(C)=O)c(Nc2ccccc2)s1	?	i	4.5µM*	?	-1.2	?	-89%	-2.6%	2.8µM*
O=C(CSc1ccccn1)Nc1ccccc1F	30%	i	i	-2%	-1.9	1%	4%	3.9%	1%
